Screening data: PubChem, several laboratories
bCat nuc transl: alters nuclear translocation of beta-catenin in HeLa cells | immunofluorescence imaging | nuclear translocation activity, % at 5 µM | 0.3% of 190,000 active;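 active = nuclear translocation activity above 50% at 5 µM, with a well cell count of 50 or more; inconclusive = wells under 50 cells across six images, flagged as toxic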;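 also: per-cell ratio of nuclear to cytoplasmic median beta-catenin stain intensity; plate controls were DMSO negative control for no effect and GSK-3 inhibitor IX positive control for full effect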
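System: Human HeLa cells, endogenous beta-catenin | Compound dosing: 5 µM primary, 0.02–20 µM confirmation | Timing: 24 h compound exposure at 37°C, 5% CO2 | Measured by: Fluorescence imaging of beta-catenin antibody stain plus DAPI | Read-out basis: % activation of per-cell nuclear versus cytoplasmic median beta-catenin signal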
Dynein cargo inh: blocks dynein driven cargo transport along microtubules. 3617.4 mouse cells, GR-EGFP nuclear translocation imaging; test concentration mostly 20 µM; stimulated with dexamethasone, 1 µM; hits give low values. z-score, hits read low. 0.47% of 220,000 active. AID 1381;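 active = plate z-score of nuclear minus cytoplasmic receptor signal below a set negative limit, without overly bright fluorescence or cell loss, cut at about -3.5 in these data, passing the limit was not always enough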;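 also: z-score of nuclear minus cytoplasmic ring GR-EGFP intensity difference per well; some compounds called inactive have numbers as strong as hits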
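Medium: Induction medium lacking tetracycline, stripped serum | Probe or stimulus: 1.0 µM final dexamethasone stimulus | Schedule: 48 h induction, then 1 h compound, then 30 min agonist, 37 °C | Signal: Automated 10x imaging of fixed Hoechst-stained cells | Evaluation: Per-cell GR-EGFP intensity, nucleus versus surrounding cytoplasmic ring, well-averaged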
Yfh1-depleted yeast: enhancers of respiration in Yfh1-depleted yeast, dose response, Friedreich's ataxia, plus single-dose screen (AID 1465); 0.074% of 220,000 active; one-dose fold induction at 50 µM; EC50 in µM for titrated hits; S. cerevisiae Yfh1-off respiration, WST-1 reduction, 72 h; higher fold induction means a stronger effect;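 active = fold induction of absorbance versus untreated yeast above a set limit, then at least 30% activation at any dose in follow-up; inconclusive = repeats straddling the limit, or above it without dose testing; inactive = fold induction below the set limit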;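 also: activators that raise dye reduction in frataxin-depleted yeast; strong numbers were not always called active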
Ins promoter up: MIN6 insulin promoter up-regulation; 0.3% of 190,000 active; MIN6 insulin promoter-GFP reporter, high-content imaging; hits give high values; z-score at 5 µM;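 active = z-score above 3 at 5 µM with at least 500 cells counted in the well; inconclusive = wells under 500 cells, flagged as cytotoxic or low count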
Autophagy mod: modulators of autophagy; MEF GFP-LC3 puncta imaging; test concentration mostly 10 µM; calls only at 10 µM (by protocol); 0.98% of 190,000 active;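 active = percentage of spot-positive cells more than 3 SD above its plate mean, without a fluorescence outlier flag or 80% toxicity; inconclusive = no clear call, values can overlap the other calls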;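 also: spot-positive cell cutoff set from DMSO-treated cells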
NOD1 NF-kB reporter: inhibition of NOD1-driven NF-kB reporter – cell-based, luminescence, uHTS, primary screen (AID 1578) | NOD1-driven NF-kB luciferase reporter cells, luminescence; higher % means a stronger effect | inhibition, % at 4 µM, or EC50 in µM where a hit was titrated | 1% of 290,000 active; in the data active = inhibition mostly above about 36%, no sharp cut-off; inactive = mostly below about 34%;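 also: HEK-293T reporter cells stimulated with the NOD1 agonist gamma-tri-DAP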
MT stabilizer: microtubule stabilizers in HeLa cells. % tubulin-high responders, % at 10 µM. 0.83% of 200,000 active. HeLa tubulin immunostaining HCS, 24 h; share of cells brighter than vehicle mean+2SD. AID 2205;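 active = plate Z-score above 3 for both tubulin-high and condensed-nucleus cell shares, with cell loss under 80%, at 10 µM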;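 also: anti alpha tubulin signal scored within the nucleus-defined area of each cell; some results filed as inactive read as strong as hits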
P. falciparum M17LAP: P. falciparum M17LAP inhibitors, primary screen, biochemical, fluorogenic H-Leu-NHMec substrate, 1536-well (AID 1619) | recombinant M17LAP, H-Leu-NHMec fluorogenic kinetic assay; higher % means a stronger effect | inhibition, % at 30 µM, or IC50 in µM where a hit was titrated | 0.38% of 220,000 active;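 active = compound inhibiting the enzyme by more than half at any dose during confirmatory dose-response retesting; inconclusive = strong single-dose inhibitors picked by rank but not retested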;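 also: plate controls were full reaction with DMSO carrier for no effect and no enzyme background for full effect; strong numbers were not always called active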
NOD2 inhibition: inhibition of NOD2-driven NF-kB reporter – cell-based, luminescence, uHTS, HEK293 (AID 1566). inhibition, % at 4 µM, or EC50 in µM where a hit was titrated. HEK293 NOD2/NF-kB luciferase reporter, luminescence; higher % means a stronger effect. 0.63% of 290,000 active; in the data active = inhibition above about 50%; also: many of its hits are not listed in these tables
Dynein cargo inh cytoplasmic EGFP: also measured in Dynein cargo inh; calls as there; z-score; measured here: cytoplasmic GR-EGFP intensity; hits give high values
Dynein cargo inh nuclear GR-EGFP: also measured in Dynein cargo inh; calls as there; z-score; measured here: nuclear GR-EGFP intensity;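 lower value marks the stronger effect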
Dynein cargo inh cell count: second read-out of Dynein cargo inh, no call of its own (marks repeat the call); z-score; measured here: cell count per field
Ins promoter up cell count: also measured in Ins promoter up; calls as there; cell count; measured here: cytotoxicity, nuclei count;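 total cells summed across four imaged fields per well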
bCat nuc transl cell count 5 µM: recorded beside bCat nuc transl, whose call it bears; cell count; measured here: cell count, cytotoxicity flag
MT stabilizer Hoechst-high %: also measured in MT stabilizer; calls as there; % Hoechst-high responders; measured here: nuclear condensation Hoechst responders;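 share of cells brighter than vehicle mean plus two SD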
MT stabilizer cytotoxicity %: recorded beside MT stabilizer, whose call it bears; toxicity, %; measured here: cytotoxicity by cell density;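 0% = mean cell density of plate MIN control wells and 100% = no cells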
Autophagy mod cell loss 18 h: second read-out of Autophagy mod, no call of its own (marks repeat the call); toxicity, %; measured here: cell loss, nuclei count;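 cell loss after 18 h compound exposure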
Active calls of the source: *; i = inactive; ? = inconclusive; . = not tested or not shown.

SMILES	bCat nuc transl	bCat nuc transl cell count 5 µM	Dynein cargo inh	Dynein cargo inh cytoplasmic EGFP	Dynein cargo inh nuclear GR-EGFP	Dynein cargo inh cell count	Yfh1-depleted yeast	Ins promoter up	Ins promoter up cell count	Autophagy mod	Autophagy mod cell loss 18 h	NOD1 NF-kB reporter	MT stabilizer	MT stabilizer Hoechst-high %	MT stabilizer cytotoxicity %	P. falciparum M17LAP	NOD2 inhibition
Cn1ncc(N=Cc2c(O)ccc3ccccc23)c1C(=O)N1CCOCC1	.	.	6.8	3.1	6.2	-0.37	i	.	.	i	-3	.	4.1	1.8	5.0	.	.
CC1=NN(C(=O)c2ccccc2)C(O)(c2ccc(Br)cc2)C1 (stereo not given)	1.6	1038	0.57	-0.032	-0.093	-0.44	i	-0.09	1415	.	.	-1%	.	.	.	7%	4%
COc1ccc(OC)c(NC(=O)Nc2cc(C(=O)O)ccc2C)c1	0.6	1091	-0.56	-0.25	-0.09	0.42	i	-0.3	1289	i	21	-20%	3.6	2.2	6.0	3%	2%
CC(NC(=O)c1ccc(F)cc1)c1ccccc1 (stereo not given)	2.3	1351	-0.84	-0.0013	-0.31	-0.41	i	-0.78	1499	i	-5	.	1.6	1.3	6.7	0%	7%
CCOC(=O)C1=C(C)NC(=S)NC1/C=C/c1ccccc1 (stereo not given)	2.0	974	1.6	0.11	1.3	-1.6	i	0.88	1468	i	0	43%	3.6	2.2	7.9	-1%	18%
CC1(c2ccccc2)NC(=O)N(CC(=O)NCCC2=CCCCC2)C1=O (stereo not given)	-0.7	1213	-0.48	-0.21	0.46	1.4	i	-0.11	1438	i	16	16%	3.3	1.7	6.0	0%	8%
Cc1ccc(C(=O)COC(=O)c2cn(-c3ccccc3)nc2-c2ccccc2)cc1[N+](=O)[O-]	-0.7	1119	0.68	-0.19	0.52	-0.45	i	0.29	1343	i	1	-24%	2.5	1.5	15	-6%	27%
O=C(c1ccccc1F)N1CCOCC1	-0.8	1034	-0.32	-0.33	0.094	1	i	-0.39	1439	i	-13	-21%	0.8	0.6	6.8	5%	16%
COCC(=O)OCC(=O)Nc1cc(C)c(C)cc1[N+](=O)[O-]	1.2	902	-0.73	-0.071	-0.79	0.78	i	-0.12	1282	i	1	1%	1.3	3.1	2.5	6%	-1%
Cc1ccsc1/C=N/Nc1nc(Cl)c(Cl)cc1Cl	-3.0	1407	-0.47	-0.18	0.48	0.88	i	-0.73	1507	i	5	-8%	2.2	1.5	12	-5%	-51%
CCOC(=O)C(=O)Nc1cc(C)nn1-c1nc2ccccc2[nH]1	-0.9	1372	2.2	-0.28	0.68	-0.44	i	0.56	1455	.	.	-2%	.	.	.	-1%	-12%
Cc1cc(C)nc(N2CCC(C(=O)NCC3CCCCC3)CC2)n1	-4.9	1216	0.25	-0.21	0.28	0.16	i	-0.67	1228	i	4	0%	1.8	1.9	8.8	5%	-4%
COC(=O)CNC(=O)C(NC(=O)OCc1ccccc1)C(C)C (stereo not given)	1.4	1119	1.3	-0.22	0.24	0.081	i	0.12	1133	i	-7	-37%	3.3	2.2	5.3	-3%	13%
COc1ccc(N2CCN(C(=O)CCCN3C(=O)c4cccc5cccc(c45)C3=O)CC2)cc1	.	.	0.59	-0.2	0.58	0.41	i	.	.	i	6	3%	1.3	1.9	12	0%	-16%
COc1ccc(NC(=O)C(C)Sc2nnc3c4c(nc(-c5ccc(OC)cc5)n23)CC(C)(C)OC4)cc1 (stereo not given)	-1.5	1134	-0.9	-0.21	-0.43	0.037	i	1.3	1435	i	1	48%	1.8	1.7	6.3	2%	33%
CNC(=O)C(=O)NCC1OCCCN1S(=O)(=O)c1cccs1 (stereo not given)	0.3	898	-0.51	-0.22	0.3	0.58	i	0.35	1304	i	2	-16%	2.2	1.1	4.4	-4%	4%
O=C(Cn1ncc2c(=O)oc3ccccc3c21)N1CCN(C(=O)c2ccco2)CC1	-2.4	969	-0.24	-0.22	-0.0011	0.47	i	0.31	1343	i	-9	-15%	2.1	0.8	4.6	3%	6%
CC[n+]1c(C)n(C)c2cc(S(=O)(=O)N(C)C)ccc21	-0.6	1049	1.2	-0.23	0.79	-0.21	i	.	.	i	-1	-49%	2.8	1.8	8.6	4%	-4%
O=C(O)COc1ccccc1/C=N/NC(=O)CSc1nc2ccccc2c(=O)n1-c1ccccc1	-0.3	1350	0.35	-0.25	0.75	-0.63	i	.	.	.	.	-3%	.	.	.	-11%	19%
Cc1nn(-c2ccccc2)c(-n2cccc2)c1C(=O)O	-3.8	557	-0.67	-0.29	0.45	0.37	i	1.5	1237	i	-2	-38%	2.9	3.2	10	-5%	7%
CCO[C@@H]1OC(C(N)=O)=C[C@H](c2ccc(Br)cc2)[C@H]1CCCO	-1.2	1084	1.1	0.018	1.1	-2	i	-0.48	1470	i	11	-9%	4.0	1.8	5.9	-3%	2%
CCOc1ccc(NC(=O)CCN2C(=S)NC(C)(C)CC2C)cc1 (stereo not given)	-0.5	1069	-0.12	-0.34	-0.24	0.5	i	0.21	1161	i	0	-18%	7.8	1.2	8.6	8%	0%
CCOC(=O)c1c(NC(=O)CSc2nnnn2-c2ccc3c(c2)OCO3)sc(C)c1C	-2.3	984	-0.6	-0.19	-0.046	0.86	i	-2	1174	i	-3	-15%	2.5	3.5	6.4	4%	4%
C#CCN(N(C)c1ncc(C(F)(F)F)cc1Cl)S(=O)(=O)c1ccc2ccccc2c1	0.2	959	-0.28	-0.013	0.16	0.51	i	-0.48	746	i	-4	29%	1.0	1.2	3.4	9%	13%
O=C(COC(=O)C(Cc1ccccc1)NC(=O)c1ccc(Cl)cc1)c1ccc(Cl)cc1 (stereo not given)	3.8	871	0.33	-0.21	0.24	0.47	i	-0.37	1355	i	-14	-3%	2.2	1.9	7.7	26%	8%

Next section; it opens with the 2 that closed the last part.
SMILES	bCat nuc transl	bCat nuc transl cell count 5 µM	Dynein cargo inh	Dynein cargo inh cytoplasmic EGFP	Dynein cargo inh nuclear GR-EGFP	Dynein cargo inh cell count	Yfh1-depleted yeast	Ins promoter up	Ins promoter up cell count	Autophagy mod	Autophagy mod cell loss 18 h	NOD1 NF-kB reporter	MT stabilizer	MT stabilizer Hoechst-high %	MT stabilizer cytotoxicity %	P. falciparum M17LAP	NOD2 inhibition
C#CCN(N(C)c1ncc(C(F)(F)F)cc1Cl)S(=O)(=O)c1ccc2ccccc2c1	0.2	959	-0.28	-0.013	0.16	0.51	i	-0.48	746	i	-4	29%	1.0	1.2	3.4	9%	13%
O=C(COC(=O)C(Cc1ccccc1)NC(=O)c1ccc(Cl)cc1)c1ccc(Cl)cc1 (stereo not given)	3.8	871	0.33	-0.21	0.24	0.47	i	-0.37	1355	i	-14	-3%	2.2	1.9	7.7	26%	8%
CCSc1nnc(Cn2c(=O)sc3ccccc32)n1-c1ccccc1C	-2.8	1245	-0.063	0.24	0.39	0.12	i	-0.79	1297	i	9	-12%	2.0	4.2	9.5	1%	24%
Cc1ccc(N2CCCCn3c2nc2c3c(=O)[nH]c(=O)n2C)cc1	-2.9	805	-0.73	-0.18	-0.21	0.9	i	0.45	978	i	-19	10%	2.9	2.5	6.9	-9%	2%
Cc1cccc(N=Nc2c(C)[nH]n(C(N)=S)c2=O)c1C	-1.9	1033	2.2	-0.062	0.19	-0.22	i	-0.85	1046	i	12	-60%	12	3.1	15	18%	-30%
COc1cccc(C2SCC(=O)N2c2ccc(C)cc2)c1OC (stereo not given)	-2.2	1021	-0.31	-0.34	-0.49	0.89	i	-0.07	1314	i	7	-6%	4.5	3.4	2.1	0%	8%
NS(=O)(=O)c1ccc(CCNC(=O)c2cc(-c3ccccc3)nc3ccccc23)cc1	-0.6	957	0.16	-0.34	-0.16	0.63	i	-0.18	1377	i	-5	-10%	5.7	2.7	5.5	-10%	3%
O=C(Nc1nc2c(s1)CN(Cc1ccccc1)CC2)C1CCCC1	.	.	-0.55	-0.32	-0.29	-0.16	i	.	.	i	10	-46%	2.4	1.6	4.8	10%	-27%
CCCCS(=O)(=O)Nc1ccc(C(=O)NCC2CCCO2)cc1 (stereo not given)	.	.	-0.23	-0.29	-0.18	0.049	i	.	.	i	-1	.	2.7	1.8	3.4	-3%	-7%
CCOc1ccc(N2Nc3n[nH]c(N)c3N2)cc1	0.7	1181	0.62	-0.11	0.045	0.29	i	.	.	i	17	-39%	2.4	2.2	1.5	47%	-20%
C/C(CCc1ccc2c(c1)OCO2)=N\NC(=O)c1ccccc1	-2.6	565	0.055	0.0095	-0.22	-0.17	i	?	.	i	30	-15%	1.6	2.2	4.6	16%	7%
COc1ccc(CN2CCN(CCCCOc3ccc(Cl)cc3)CC2)c(OC)c1OC	-2.2	983	1.5	0.16	1.2	-1.8	i	-0.08	1494	i	-21	-12%	2.6	2.0	4.6	-3%	14%
Nc1cccc(-c2nc3cc(S(=O)(=O)c4ccc5oc(-c6cccc(N)c6)nc5c4)ccc3o2)c1	.	.	0.57	-0.098	-0.43	0.81	i	.	.	i	-28	-2%	2.8	1.7	4.8	5%	5%
CCOc1ccc(NC(=O)Nc2ccc3nccnc3c2)cc1	-4.8	1010	-0.75	-0.33	-0.037	0.46	i	-1.1	1331	i	0	8%	3.4	3.6	8.3	5.5µM*	-1%
Nc1c(C(=O)Nc2ccc(F)cc2)sc2nc(-c3ccco3)ccc12	-1.7	1006	-1	-0.071	-0.12	0.018	i	-0.36	1111	i	-12	0%	6.2	5.4	4.6	1%	-6%

Only part of the results is shown; rates above refer to the full screens.
